Source: PubChem BioAssay (National Center for Advancing Translational Sciences (NCATS))
GoLoco inh red: qHTS Assay for Inhibitors of RGS12 GoLoco Motif Activity (Red Fluorophore); 230,000 tested, 0.44% active; Gai1:RGS12 GoLoco peptide FP, rhodamine, 10 min; Potency, µM (series often up to 61.6 µM), for the others: at the highest dose activity, negative = inhibition, actives largely listed as inhibitors; active = well fitted inhibition curve with a large enough effect, not every such curve was filed as active; inactive = no such curve, though single readings can be large or run the other way; note: % is set by controls: 0 for no effect and ±100 for the full control effect; nearly all actives have a fitted effect of over 30% in size; many of its hits are not listed in these tables
Target sequence (P63096 whole entry, looked up): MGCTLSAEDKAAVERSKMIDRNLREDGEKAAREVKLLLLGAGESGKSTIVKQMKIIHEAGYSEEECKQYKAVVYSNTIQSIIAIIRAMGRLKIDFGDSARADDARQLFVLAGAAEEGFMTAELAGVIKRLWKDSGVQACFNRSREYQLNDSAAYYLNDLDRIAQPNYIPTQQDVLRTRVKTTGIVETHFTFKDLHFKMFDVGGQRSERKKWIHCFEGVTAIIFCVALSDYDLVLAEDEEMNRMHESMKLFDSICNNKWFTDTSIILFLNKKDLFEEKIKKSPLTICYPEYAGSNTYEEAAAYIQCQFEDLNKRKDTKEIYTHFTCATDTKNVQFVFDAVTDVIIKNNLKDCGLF
HttQ103 aggreg: qHTS Multiplex Assay to Identify Dual Action Probes in a Cell Model of Huntington: Aggregate Formation (GFP); PC12 HttQ103-GFP aggregates, Acumen cytometry, 40 h; Potency, µM (top dose mostly 46.1 µM), for inactives: at the top dose activity change, negative = inhibition, hits mostly inhibitors; 220,000 tested, 1.1% active; note: % is set by controls: 0 for no effect and ±100 for the full control effect; nearly all actives have a fitted effect of over 60% in size
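Ecdysone-promoter PC12 model expressing HTT exon 1 Q103 fused to GFP, induced by tebufenozide at 100 nM final. Compounds titrated; aggregates sized 1–25 µm scored on a 488 nm laser cytometer.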
GAA inhib: qHTS Assay for Inhibitors of Human alpha-Glucosidase as a Potential Chaperone Treatment of Pompe Disease. purified human GAA, 4-MU-alpha-glucoside fluorescence. Potency, µM (doses to about 76.9 µM), for the others: at the highest dose activity change, negative = inhibition, usual class: inhibitors. 200,000 tested, 0.005% active. AID 1466, 2008;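 note: plate controls were uninhibited enzyme wells for no effect and no-enzyme background for full effect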
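Enzyme (4 nM final) mixed with compound (up to 77 uM), then 4-MU-alpha-D-pyranoside (400 uM final) added; 20 min at room temperature, pH 5.0. Reaction stopped at pH 10, fluorescence read, AC50 derived by Hill fit.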
GAA glycogen: qHTS Assay for Inhibitors and Activators of Human alpha-Glucosidase Cleavage of Glycogen; recombinant GAA, glycogen substrate, Amplex Red glucose oxidase fluorescence; Potency, µM (series often up to 76.4 µM), without a hit: at the top dose activity change, negative = inhibition, actives largely listed as inhibitors; 300,000 tested, 0.38% active;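 note: 0% = full enzyme reaction and -100% = no-enzyme basal signal; the screen sought inhibitors and activators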
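Natural-substrate format: glycogen cleavage by 4 nM human enzyme, glucose read by Amplex Red coupling (Ex 573, Em 610 nm). Normalized to enzyme and no-enzyme controls.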
GAA spleen mod: qHTS Assay for Inhibitors and Activators of Human alpha-Glucosidase From Spleen Homogenate. 240,000 tested, 0.006% active. Potency, µM (highest dose often 79.9 µM), for the others: top-dose activity change, negative = inhibition, actives largely listed as inhibitors. Lysosomal alpha-glucosidase (Homo sapiens), P10253. AID 2112, 2009. human spleen homogenate, 4-MU-alpha-glucoside fluorescence;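 note: 0% = enzyme with vehicle and -100% = no enzyme basal signal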
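Compounds were titrated against alpha-glucosidase in spleen homogenate at pH 5.0, with 1 mM 4-methylumbelliferyl substrate for 40 min at 37 C. Reactions were quenched with pH 10 NaOH/glycine and fluorescence measured.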
HTT cytoprotect: qHTS Multiplex Assay to Identify Dual Action Probes in a Cell Model of Huntington: Cytoprotection (ATP); PC12 HTT-Q103 induced, cytoprotection, ATP luminescence, 40 h; Potency, µM (doses to about 56.4 µM), for the others: cytoprotection (ATP increase), hits mostly activators; 230,000 tested, 0.14% active;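 note: % of control where 0% means no effect; nearly all actives have a fitted effect of over 45% in size; toxic huntingtin expression switched on by the ecdysone agonist tebufenozide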
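Cells were plated at 1500 per well in phenol red-free DMEM with 5% equine and 5% calf serum. Tebufenozide (100 nM final) and compounds were added, then ATPlite reagent, and luminescence was read.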
IMPase Li inh: qHTS Assay for Identifying the Cell-Membrane Permeable IMPase Inhibitors: Potentiation with Lithium. CHO-M1 cells, IP1 TR-FRET (IP-One), carbachol + lithium. Potency, µM (series often up to 59.4 µM), without a hit: top-dose activity, negative = IMPase inhibition, usual class: inhibitors. 210,000 tested, 0.35% active;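 note: IP1 builds up when IMPase is blocked and the TR-FRET signal falls; plate controls were basal vehicle for no effect and high inhibitor control for full effect; nearly all actives have a fitted effect of over 50% in size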
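Test compounds were applied to CHO-M1 cells previously cultured for 16–30 h at 2000 per well. A small lithium amount accompanied them; after 30 min at 37C, IP1 was quantified by TR-FRET.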
* marks the source's active call; other numbers are inactive results; ? = inconclusive; / = not tested or not shown; [ ] = remark or other dose. Unless noted, calls come from the whole dose curve; as a rule, active = well fitted curve in the direction sought with a large enough effect; inconclusive = small, poorly fitted or top-dose-only effect, or another doubt; inactive = no such curve, though single readings can be large; an effect the other way counts as inactive or inconclusive. Potency is the fitted concentration of half-maximal effect.

canonical_smiles,GoLoco inh red,HttQ103 aggreg,GAA inhib,GAA glycogen,GAA spleen mod,HTT cytoprotect,IMPase Li inh
CC/C(=N\OC(=O)c1ccc(OC(C)C)cc1)c1ccc(C)cc1,-2%,10%,-1%,-4%,-5%,10%,44%[activator][38.3 µM]
Cc1ccccc1NS(=O)(=O)c1cc(C(=O)Nc2ccccc2-c2ccccc2)ccc1Cl,-4%,?,-6%,-8%,-5%,15%[10 µM],7%
CC1CN(c2nc(Nc3ccccc3)nc(N)c2[N+](=O)[O-])CC(C)O1 (centres undefined),-11%,5%[9.22 µM],/,-12%,-15%,-8%[10 µM],/
O=c1c2ccccc2nc(SCc2cc([N+](=O)[O-])cc3c2OCOC3)n1-c1ccccc1,8%,-6%,-7%,-3%,-6%,4%[10 µM],2%
O=c1c2cnn(-c3ccccc3)c2ncn1Cc1ccco1,3%,-8%,-4%,-4%,1%,0%,19%[38.3 µM]
CN(CCO)c1cc(N2CCCCC2)c2nonc2c1[N+](=O)[O-],-8%,9%,-6%,-14%,-12%,-30%,-5%
O=C1S/C(=C/c2ccc(N3CCOCC3)o2)C(=O)N1Cc1c(F)cccc1Cl,-27%,?,-4%,2%,2%,36%,33%[activator][38.3 µM]
CCOC(=O)c1cc2c(C(F)(F)F)cc(-c3ccccc3)nc2o1,-9%,-9%,1%,4%,-2%,-40%,1%[38.3 µM]
COCCCn1c2nc3ccccc3nc2c2c(=O)n(CC3CCCO3)cnc21 (centres undefined),-2%,?,?,2%,4%,-6%,-9%[38.3 µM]
O=C(Cn1c(-c2ccccn2)nc2ccccc21)N/N=C/c1cccnc1,3%,14%[9.22 µM],/,0%,-1%,2%[10 µM],/
Cc1cccc(N(C(=O)CS(=O)CC(=O)Nc2ccc3c(c2)OCO3)C(C)C(=O)NC2CCCC2)c1C (centres undefined),-14%,6%[9.22 µM],/,-1%,1%,-10%[10 µM],/
COc1ccc(C2NCCc3sccc32)cc1 (centres undefined),2%,-2%[9.22 µM],8%,17%,-1%,-17%,4%
Cc1cc(NC(=O)c2noc3c2CCc2ccccc2-3)no1,1%,-12%,1%,7%,-11%,-7%,17%[38.3 µM]
CCn1c(SCC(=O)Nc2ccccc2)nnc1-c1ccc(S(=O)(=O)N2CCOCC2)cc1,4%,6%,-9%,15%,-6%,4%[10 µM],4%[38.3 µM]
COC(=O)CCc1nc2ccccc2[nH]c1=O,5%,-17%,11%,5%,-12%,1%,-1%[38.3 µM]
Cn1c(=O)c2c(ncn2CCC(=O)N/N=C/c2ccncc2)n(C)c1=O,2%,-3%[9.22 µM],/,3%,7%,17%[10 µM],/
COCc1cc(C)nc(OCC(=O)N/N=C/c2ccc(O)cc2O)c1C#N,9%,?,-7%,-1%,9%,23%,16%
O=C1CCCC(NCCCCCCNC2=C([N+](=O)[O-])C(=O)CCC2)=C1[N+](=O)[O-],-1%,-3%,1%,-4%,-9%,-16%,6%[38.3 µM]
CCCCc1ccc(NC(=O)N[C@@H](C)C(=O)O)cc1,0%,-2%[9.22 µM],/,1%,2%,26%[10 µM],/
Cc1csc2c(N3CCN(C(=O)Nc4ccc(OC(F)(F)F)cc4)CC3)ncnc12,-6%,45%[9.22 µM],?,-1%,6%,16%[10 µM],/
COc1cccc(C(=O)CSc2nnc(-c3cc(OC)cc(OC)c3)o2)c1,1%,9%,-7%,4%,-9%,-5%,?
CCC(C)(C)NC(=O)COc1ccc(C(=O)c2ccccc2)cc1,4%,-20%,10%,3%,-4%,-42%[inhibitor],11%
CCCSCC(=O)Nc1ncc2c(n1)-c1ccccc1CC2,13%,-28%,?,1%,2%,23%[10 µM],5%
CC(C)C(c1nnnn1Cc1ccc(F)cc1)N1CCC(C(N)=O)CC1 (centres undefined),17%,-10%,2%,2%,/,-18%,6%
Cn1c(NN)nc2ccccc2c1=O,5%,-9%[9.22 µM],-1%,-26%,0%,5%[10 µM],0%
OCCN1CCN(C(=S)Nc2ccc(Oc3ccccc3)cc2)CC1,14%,12%,4%,-13%,8%,28%,9%
Nc1nnn(CC(=O)N/N=C/c2ccco2)n1,2%,12%[9.22 µM],-4%,-9%,-1%,5%[10 µM],/
CC(C)(C)NCC(O)COc1c(F)cc(Br)cc1F (centres undefined),2%,-5%,-7%,9%,5%,-3%,20%[38.3 µM]
Cc1cc(C)c(S(=O)(=O)/N=C2/C=C(Sc3ncn[nH]3)C(=O)c3ccccc32)cc1C,-49%,3.5µM*,1%,-4%,-7%,-98%[inhibitor][10 µM],40%[activator]
O=C1c2ccccc2C(Nc2cccnc2)N1Cc1ccccc1 (centres undefined),0%,-2%,0%,-3%,2%,-12%,-15%[38.3 µM]
N#Cc1c(N2CCCCC2)nc(N)c2c(N)nc3c(c12)CC(c1ccccc1)O3 (centres undefined),5%,-11%,11%,-12%,-13%,-18%,-13%[38.3 µM]
Nc1cccnc1Oc1ccccc1F,22%,-15%[9.22 µM],/,-1%,1%,12%[10 µM],/
O=C(NNc1ccc(C(F)(F)F)cc1[N+](=O)[O-])c1ccc(NS(=O)(=O)c2ccc(F)cc2)cc1,2%,?,-14%,?,1%,-15%[10 µM],51%[activator]
COc1ccc(N/N=C(\C=N\O)C(=O)c2ccc(OC)cc2)cc1,-1%,-4%,-6%,?,-7%,-52%[inhibitor],35%[activator][38.3 µM]
Cc1c(NC(=O)C(C)OC(=O)/C=C/c2ccccc2)c(=O)n(-c2ccccc2)n1C (centres undefined),12%,?,5%,3%,-3%,4%,-2%
Nc1c2c(=O)oc(-c3ccccc3)cc2nn1-c1ccccc1,-1%,-27%,-9%,-2%,-10%,-56%[inhibitor],-7%[38.3 µM]
CCNc1nc(N)nc(-c2cc(Cl)ccc2O)n1,1%,-27%,-4%,-3%,4%,/,-18%
O=C(Nc1ccc(N2CCN(C(=O)c3ccc(Cl)cc3)CC2)cc1)c1cccnc1,7%,?,-5%,1%,1%,8%[10 µM],6%[38.3 µM]
COc1ccc(CNC(=O)CN(Cc2ccc(C)cc2)S(=O)(=O)c2ccc(Cl)cc2)cc1,5%,-3%,-11%,-3%,0%,4%,25%[38.3 µM]
Cc1ccc(-c2nnn(CC(=O)N3CCCc4ccccc43)n2)cc1,1%,-8%,2%,7%,-5%,-8%,-4%[38.3 µM]
CCN1CCN(CC(O)COc2ccc(C(C)=O)cc2)CC1 (centres undefined),5%,3%,0%[15.4 µM],-6%,-2%,1%,10%[38.3 µM]
Cc1ccc(N(CC(=O)NCCSCc2ccco2)S(C)(=O)=O)cc1,0%,25%,-12%,-21%,-2%,-14%,20%[38.3 µM]
OC(CNC1CCCCC1)CNC1CCCCC1,4%,-11%,-2%,0%,1%,-5%,-10%
O=c1cc(-c2ccc(O)cc2O)oc2ccccc12,2%,/,/,/,-2%,-26%[1.9 µM],1%
O=C(O)/C=C/c1cn(Cc2ccccc2)nc1-c1ccccc1,5%,-1%,?,8%,-7%,-20%,9%[38.3 µM]
CNC(=O)C(=O)NCCN1CCN(C(=O)c2ccc([N+](=O)[O-])cc2)CC1,-16%,8%[9.22 µM],1%,-4%,4%,4%[10 µM],4%
O=C(NCC1CCCO1)C1CCCN1C(=O)Nc1ccc(Cl)cc1 (centres undefined),-4%,-5%[9.22 µM],-11%,3%,-4%,-15%[10 µM],-4%
COc1cccc(N2CCN(C3C4CC5CC(C4)CC3C5)CC2)c1 (centres undefined),5%,10%[9.22 µM],2%,5%,-4%,9%,3%[38.3 µM]

Quoted at random: 4 entries already listed.
canonical_smiles,GoLoco inh red,HttQ103 aggreg,GAA inhib,GAA glycogen,GAA spleen mod,HTT cytoprotect,IMPase Li inh
OC(CNC1CCCCC1)CNC1CCCCC1,4%,-11%,-2%,0%,1%,-5%,-10%
COCCCn1c2nc3ccccc3nc2c2c(=O)n(CC3CCCO3)cnc21 (centres undefined),-2%,?,?,2%,4%,-6%,-9%[38.3 µM]
CCOC(=O)c1cc2c(C(F)(F)F)cc(-c3ccccc3)nc2o1,-9%,-9%,1%,4%,-2%,-40%,1%[38.3 µM]
CC/C(=N\OC(=O)c1ccc(OC(C)C)cc1)c1ccc(C)cc1,-2%,10%,-1%,-4%,-5%,10%,44%[activator][38.3 µM]

Carrying on:
canonical_smiles,GoLoco inh red,HttQ103 aggreg,GAA inhib,GAA glycogen,GAA spleen mod,HTT cytoprotect,IMPase Li inh
O=C(Nc1ccccc1)ON=C1CCCC1,-4%,24%,?,5%,-5%,4%[10 µM],2%
COc1cc2c(cc1OC)CN(CC(=O)NC(=O)NC(C)(C)C)CC2,2%,-8%,-13%,10%,3%,-38%[inhibitor],-11%
CCN(CC)C(=O)c1sc2nc(-c3cccs3)cc(-c3cccs3)c2c1N,-8%,6%[9.22 µM],-7%,-5%,-6%,7%[10 µM],/
O=C(Cn1cnc2nc3n(c2c1=O)CCC3)NCc1ccccc1,2%,17%,?,5%,-3%,-10%[10 µM],1%
Cc1ccc(-c2noc(CN3CCCCC3)n2)cc1,-5%,20%,0%,-8%,-5%,-32%,-8%[38.3 µM]
C(=C\c1ccco1)/c1ccc2ccccc2n1,82%[activator],-9%[9.22 µM],/,1%,0%,13%[10 µM],/
O=C1CSC(c2cn(-c3ccccc3)nc2-c2cccs2)N1CC1CCCO1 (centres undefined),-2%,7%,0%,-2%,0%,-13%[10 µM],12%[38.3 µM]
Cc1cc(O)c(-c2cc(C(=O)Nc3sc4c(c3C(=O)NCc3ccco3)CCC4)[nH]n2)cc1C,28%,2%[9.22 µM],/,4%,3%,1%[10 µM],/
Cc1cccc(C(CC(=O)N2CCCC2)c2ccccc2)c1O (centres undefined),6%,-18%,-1%,-5%,-6%,12%,-15%[38.3 µM]
CC(c1ccccc1)N(CC(=O)NC1CCCCC1)S(=O)(=O)c1cccc(C(F)(F)F)c1 (centres undefined),3%,-25%,?,-7%,-10%,-5%[10 µM],9%

An excerpt; count on the stated rates, not on these rows.
